TRPC4 inh: blocks the mouse TRPC4 cation channel. Q9QUQ5. HEK293 TRPC4beta/mu-opioid, DAMGO-evoked Fluo4 calcium flux; hits give low values. B-score at 10 µM. hit rate 0.39% among 300,000;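 active = B-score over 3 SD under the library average, no early fluorescence shift, positive overall ratio signal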
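test system = HEK293 cells with stable TRPC4beta plus mu-opioid receptor expression | detection = Fluo4 Ca2+ flux fluorescence | read-out = integrated fluorescence ratio relative to baseline, converted to per-well B score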
ANO1 block: inhibitors of mouse TMEM16A calcium-activated chloride channel. Q8BHY3. HEK293 TMEM16A/YFP iodide influx fluorescence, ionomycin. normalized B-score (activity score, 25-100; higher = stronger inhibition) at 10 µM. hit rate 1.2% among 310,000. AID 588511;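 active = ratio plate-corrected score three or more library SD toward inhibition, starting fluorescence score within five deviations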;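 also: score derived from kinetic fluorescence span divided by baseline fluorescence per well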
MrgX1 agonist: activates human MrgX1 receptor signaling. Q96LB2. hit rate 0.44% among 310,000. MrgX1-HEK293 cells, Fluo-4 calcium fluorescence, agonist mode; hits give high values. B-score at 10 µM;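 active = calcium response B-score plate-corrected fluorescence ratio at least 3 library SD, with starting fluorescence B-score inside 5 SD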
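Material – MrgX1-expressing HEK293 cells · Input – 15,000 cells seeded per well · Dosing – compound as first of three additions · Times – overnight seeding, then 1 h dark dye loading · Measured by – kinetic Fluo-4 NW fluorescence of intracellular calcium · Read-out – B-scored fluorescence response ratio · Benchmarks – positive and negative control wells on each plate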
MrgX1 allo act: allosterically activates human MrgX1 receptor signaling; Q96LB2; MrgX1-HEK293, Fluo-4 calcium flux, FDSS; hits give high values; B-score at 10 µM; hit rate 0.63% among 310,000;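 active = plate-corrected calcium response at least 3 library SD above typical, normal starting fluorescence, not activating the receptor alone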;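 also: compound read alongside a low EC10 to EC30 dose of BAM8-22 agonist; peak minus trough fluorescence over baseline measured at the second addition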
MrgX1 antag: human MrgX1 receptor antagonism, primary screen; Q96LB2; MRGX1-HEK293 calcium flux, Fluo-4, BAM8-22 antagonism; hits give low values; B-score at 10 µM; hit rate 1.3% among 310,000;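 active = calcium-response B-score plate-corrected more than 3 library SD below zero, starting fluorescence within 5 deviations, no agonist response on first addition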;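 also: peak minus trough fluorescence over baseline after final BAM8-22 challenge near maximal dose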
TMEM16A act: activates or potentiates the mouse TMEM16A chloride channel. Q8BHY3. HEK293 TMEM16A/YFP-H148Q/I152L, iodide quench fluorescence; hits give low values. B-score at 10 µM. hit rate 0.3% among 340,000. AID 623877;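 active = fluorescence-ratio B-score plate-corrected deviation score at least 3 library SD below zero, with starting fluorescence score within 5 deviations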;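 also: channel opened by trigger with iodide after compound preincubation; score built on the fluorescence ratio of max minus min over baseline; more negative score means more quench and so TMEM16A activation or potentiation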
SKKanGAS inh: blocks kanamycin growth of S. pyogenes SKKanGAS strain; BacTiter-Glo, 6 h; AID 1662; inhibition, % at 7.5 µM; hit rate 1.3% among 300,000;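 active = mean replicate score, as percent of positive control median, at least 50; inconclusive = mean below 50 but one replicate at or above 50; inactive = mean and every replicate below 50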;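 also: strain carries kanamycin resistance gene driven by streptokinase promoter and grows in 40 µg/ml kanamycin; loss of luminescence reflects streptokinase promoter inhibition or plain growth inhibition; 0% = median of DMSO wells and 100% = positive control at its reference dose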
TRPC4 potent: allosterically enhances the mouse TRPC4 cation channel. Q9QUQ5. HEK293 TRPC4beta/mu-opioid, DAMGO EC20, Fluo-4 Ca2+ flux; hits give high values. B-score at 10 µM. hit rate 0.42% among 310,000. AID 2227;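 active = B-score of calcium response area above 5 SD of library B-scores, with initial fluorescence ratio within 5 SD of library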;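 also: B-score of integrated fluorescence ratio over time as area under calcium response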
TRPC4 act: activators of mouse TRPC4 channel | HEK293 TRPC4beta/mu-opioid, Fluo4 calcium fluorescence; hits give high values | hit rate 0.49% among 310,000 | AID 2237 | B-score at 10 µM | Q9QUQ5;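 active = B-score above 5 SD of library B-scores, and initial fluorescence ratio not above library mean plus 5 SD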;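 also: positive B-score marks a calcium rise read as TRPC4 activation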
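Incubation: 45 min room-temperature Fluo4 loading, 110 s read / System: HEK293 cells stably co-expressing mouse TRPC4beta and mu-opioid receptor / Signal: Fluo4 fluorescence, kinetic / Control set: buffer (low) and maximal DAMGO (high) / Measure: integrated baseline-normalised fluorescence ratio, converted to per-well B score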
TRPC6 inhibitor: inhibitors of mouse TRPC6 channel. Q61143. HEK293-TRPC6, membrane potential dye, ACh-evoked depolarization; hits give low values. B-score at 10 µM. hit rate 1.1% among 310,000. AID 2553;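 active = B-score under library mean minus 3 SD, initial fluorescence not abnormally high, positive integrated signal ratio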;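 also: B-score derived from integrated fluorescence ratio over the kinetic read; more negative B-score means stronger inhibition of depolarization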
Target sequence (Q61143 whole entry, looked up): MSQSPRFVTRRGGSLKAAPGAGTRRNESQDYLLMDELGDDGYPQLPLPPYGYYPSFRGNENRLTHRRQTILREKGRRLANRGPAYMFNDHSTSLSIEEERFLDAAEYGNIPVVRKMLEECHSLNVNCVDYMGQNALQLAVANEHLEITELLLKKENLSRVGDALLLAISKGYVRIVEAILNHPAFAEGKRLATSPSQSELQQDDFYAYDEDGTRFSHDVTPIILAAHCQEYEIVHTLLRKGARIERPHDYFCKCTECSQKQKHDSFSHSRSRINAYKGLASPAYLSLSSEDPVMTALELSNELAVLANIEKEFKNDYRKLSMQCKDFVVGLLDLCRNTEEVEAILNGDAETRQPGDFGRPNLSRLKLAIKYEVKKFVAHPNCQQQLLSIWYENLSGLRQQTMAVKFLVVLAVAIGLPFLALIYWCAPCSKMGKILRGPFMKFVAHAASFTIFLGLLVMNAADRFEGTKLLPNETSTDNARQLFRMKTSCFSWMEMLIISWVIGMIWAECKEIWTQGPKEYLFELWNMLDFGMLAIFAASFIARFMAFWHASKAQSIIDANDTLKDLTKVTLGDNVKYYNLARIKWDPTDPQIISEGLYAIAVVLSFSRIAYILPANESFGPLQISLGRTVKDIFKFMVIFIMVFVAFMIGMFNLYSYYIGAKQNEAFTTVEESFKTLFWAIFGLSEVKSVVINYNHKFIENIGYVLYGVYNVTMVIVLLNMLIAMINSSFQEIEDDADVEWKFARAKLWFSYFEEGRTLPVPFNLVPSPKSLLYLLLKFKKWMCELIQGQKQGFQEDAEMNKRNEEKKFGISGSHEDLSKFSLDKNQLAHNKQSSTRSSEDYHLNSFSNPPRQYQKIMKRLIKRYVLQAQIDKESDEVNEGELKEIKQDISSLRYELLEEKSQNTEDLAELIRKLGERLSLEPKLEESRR
TRPC6 activator: activates the mouse TRPC6 cation channel; Q61143; HEK293-TRPC6 membrane potential dye fluorescence; hits give high values; B-score at 10 µM; hit rate 0.13% among 310,000;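 active = B-score of the integrated fluorescence ratio above library mean plus 3 SD, and starting fluorescence ratio within library mean plus 5 SD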;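 also: higher score means more depolarization so channel activation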
Numbers without * were called inactive; i = inactive; ? = inconclusive. Rows are unselected. About 6.7% of those tested had a hit in this group.

cpd	Compound	TRPC4 inh	ANO1 block	MrgX1 agonist	MrgX1 allo act	MrgX1 antag	TMEM16A act	SKKanGAS inh	TRPC4 potent	TRPC4 act	TRPC6 inhibitor	TRPC6 activator
1	O=C(Nc1cccnc1Cl)c1cc([N+](=O)[O-])ccc1Cl	i	i	i	i	i	i	4	i	i	i	i
2	CCCc1cc(=O)[nH]c(SCC(=O)Nc2cc(C)on2)n1	i	i	i	i	i	i	1	i	i	i	i
3	CCOC(=O)c1ccccc1NC(=O)CSc1ncc(C(=O)OCC)c(N)n1	i	i	i	i	i	i	-6	i	i	i	i
4	CCc1c(C)sc(NC(=S)NC(C)C2CCCO2)c1C(=O)OC (stereo unspecified)	i	i	i	i	i	i	15	i	i	i	i
5	COc1ccc(C(=O)NC(C)CCc2ccccc2)c(O)c1 (stereo unspecified)	i	i	i	i	i	i	-4	i	i	i	i
6	CCNC(=O)N1CCC(n2nccc2NC(=O)CCOc2ccccc2)CC1	i	i	i	i	i	i	9	i	i	i	i
7	CC1Oc2ccccc2N(CC(=O)NC2CC2)C1=O (stereo unspecified)	i	i	i	i	i	i	-2	i	i	i	i
8	CC(C)Cn1c(-c2ccncc2)n[nH]c1=S	i	i	i	i	i	i	5	i	i	i	i
9	O=C(CN(Cc1cccs1)C(=O)CNS(=O)(=O)c1ccc(Cl)cc1)NCc1ccco1	i	i	i	i	i	i	0	i	i	i	i
10	O=C(CN(C(=O)c1csnn1)c1ccccc1Cl)NCCc1ccccc1	i	i	i	i	i	i	14	i	i	i	i
11	O=S1(=O)[C@H]2C[C@@H]3C=C[C@@]2(CN1Cc1ccc(F)cc1)O3	i	i	i	i	i	i	1	i	i	i	i
12	NC(=O)NCc1ccccc1F	i	i	i	i	i	i	-19	i	i	i	i
13	Cc1ccc(-c2cnc(N)n2C)cc1C	i	i	i	i	i	i	?	i	i	i	i
14	CCN1CCN(CC(=O)N2N=C(c3cccs3)CC2c2ccc(OC)c(OC)c2)C(=O)C1=O (stereo unspecified)	i	i	i	i	i	i	2	i	i	i	i
15	O=C(Nc1cc([N+](=O)[O-])ccc1F)c1ccc2ccccc2c1	i	i	i	i	i	i	-2	i	i	i	i
16	O=C1c2c(O)cc(O)cc2O[C@H](c2ccc(O)cc2)[C@H]1O	i	i	i	i	i	i	1	i	i	i	i
17	Cc1ccc(CNC(=O)CCc2nc(-c3cccs3)no2)cc1	i	i	i	i	i	i	-3	i	i	i	i
18	Nc1sc2c(c1C(=O)NCCc1ccccc1)CCC2	i	i	i	i	i	i	8	i	i	i	i
19	Cc1ccc(C(=O)C(=S)N2CCOCC2)cc1	i	i	i	i	i	i	3	i	i	i	i
20	N#Cc1cc(-c2ccccc2)nc(NN)n1	i	i	i	i	i	i	-3	i	i	i	i
21	Cc1ccc(-n2c(CNC(=O)c3cccs3)nnc2SCC(=O)NO)cc1	i	i	i	i	i	i	-8	i	i	i	i
22	O=[N+]([O-])c1ccc(N/N=C/c2ccc(OCc3cccc4ccccc34)cc2)nc1	i	i	i	i	i	i	-2	i	i	i	i
23	CCNC(=O)CN(c1ccc(Br)c(C)c1)S(C)(=O)=O	i	i	i	i	i	i	6	i	i	i	i
24	Oc1ccc(Br)cc1-c1cc(-c2ccco2)[nH]n1	i	i	i	i	i	i	10	i	i	i	i
25	CC(C)CC(=O)Nc1nnc(SCC(=O)Nc2nccs2)s1	i	i	i	i	i	i	-1	i	i	i	i
26	CCC(C)(C)NC(=O)C(c1cccc(OC)c1OC)N(CC(C)C)C(=O)CCC(=O)Nc1cc(C)on1 (stereo unspecified)	i	i	i	i	i	i	-6	i	i	i	i
27	Cc1ccc2oc(C(=O)N3CCN(CCO)CC3)c(C)c2c1	i	i	i	i	i	i	9	i	i	i	i
28	O=C(Nc1nc(-c2ccccc2)cs1)Nc1ccc(F)cc1F	i	i	i	i	i	i	-5	i	i	i	i
29	Cc1ccccc1-c1ccc(=O)n(CC(=O)Nc2ccc(N3CCOCC3)cc2)n1	i	i	i	i	i	i	-2	i	i	i	i
30	NS(=O)(=O)c1cc(C(=O)OCC(=O)NC2CC2)ccc1Cl	i	i	i	i	i	i	-1	i	i	i	i
31	COC(=O)c1cc(OC)c(OC)cc1NC(=O)c1ccco1	i	i	i	i	i	i	3	i	i	i	i
32	CCOc1ccc(NC(=O)C/C(C)=N/NC(=O)Cc2cccs2)cc1	i	i	i	i	i	i	-3	i	i	i	i
33	COc1cccc(NC(=O)c2ccc3c(c2)N(C)CCS3)c1	i	i	i	i	i	i	-4	i	i	i	i
34	O=C(NNc1ccccc1F)c1ccccc1	i	i	i	i	i	i	4	i	i	i	i
35	Cc1cccc(-n2ncc3c2CCCC3NC(=O)CN2CCCC2=O)c1C (stereo unspecified)	i	i	i	i	i	i	-6	i	i	i	i
36	COc1ccccc1NS(=O)(=O)c1cc(C(=O)NCC(C)(C)N2CCOCC2)ccc1C	i	i	i	i	i	i	-4	i	i	i	i
37	CCOc1ccc(N2CC(C(=O)Nc3nnc(SCCOC)s3)CC2=O)cc1 (stereo unspecified)	i	i	i	i	i	i	-4	i	i	i	i
38	CN1C(=O)/C(=C\c2ccco2)N=C1c1ccc(Cl)cc1Cl	i	i	i	i	i	i	-1	i	i	i	i
39	COc1ccccc1OCC(=O)NCC(c1cccs1)N1CCOCC1 (stereo unspecified)	i	i	i	i	i	i	-4	i	i	i	i
40	CC(=O)NCCNC(=O)c1ccc(Cn2c(=O)[nH]c3ccsc3c2=O)cc1	i	i	i	i	i	i	10	i	i	i	i
41	CC(=O)c1cn(CC(=O)Nc2ccccc2)c2ccccc12	i	i	i	i	i	i	-4	i	i	i	i
42	CCc1nc2ccccc2n1CCC(=O)O	i	i	i	i	i	i	-11	i	i	i	i
43	Cc1ccc(CC2CC(=O)N(c3nc4ccccc4n3C)C2=O)cc1 (stereo unspecified)	i	i	i	i	i	i	-2	i	i	i	i
44	COC(=O)/C(=C\C(=O)c1ccc([N+](=O)[O-])cc1)Nc1ccc(OC)cc1	i	i	i	i	i	i	3	i	i	i	i
45	CC(C)N(C(=S)Nc1cccnc1)c1ccccc1	i	i	i	i	i	i	-2	i	i	i	i
46	Cc1ccc(S(=O)(=O)/N=c2\scc(C)n2C)cc1	i	i	i	i	-5.5*	i	-3	i	i	i	i
47	COc1cccc(NC(=O)c2nn(C)cc2Br)c1	i	i	i	i	i	i	-3	i	i	i	i
48	CCc1cccc(OCC(=O)Nc2ccc(S(=O)(=O)Nc3onc(C)c3C)cc2)c1	i	i	i	i	i	i	12	i	i	i	i
49	Cc1nnc(SCC2=C(C(=O)O)N3C(=O)C(NC(=O)Cn4ncc(Cl)c4C)C3SC2)s1 (stereo unspecified)	i	i	i	i	i	i	106*	i	i	i	i
50	COc1ccc(S(=O)(=O)N2CCCC(C(=O)N3CCOCC3)C2)cc1C (stereo unspecified)	i	i	i	i	i	i	-9	i	i	i	i
51	CSc1ccccc1NC(=O)CN(C)CC(=O)Nc1cc(C)ccc1C	i	i	i	i	i	i	6	i	i	i	i
52	Cc1[nH]c(=O)[nH]c(=O)c1S(=O)(=O)N1CCN(c2cccc(Cl)c2)CC1	i	i	i	i	i	i	-6	i	i	i	i
53	Cc1cc(C)c(S(=O)(=O)c2ccccc2C(C)C)c(=O)[nH]1	i	i	i	i	i	i	-1	i	i	i	i
54	O=C(N/C(=C/c1ccco1)C(=O)N1CCCCC1)c1cccs1	i	i	i	i	i	i	-5	i	i	i	i
55	COc1ccc(NC(=O)CN(C)C(=O)c2sc3ccccc3c2Cl)cc1	i	i	i	i	i	i	-9	i	i	i	i
56	O=C(Nc1cccc(-c2nc3ncccc3o2)c1)c1cc2ccccc2o1	i	i	i	i	i	i	13	i	i	i	i

Following part
cpd	Compound	TRPC4 inh	ANO1 block	MrgX1 agonist	MrgX1 allo act	MrgX1 antag	TMEM16A act	SKKanGAS inh	TRPC4 potent	TRPC4 act	TRPC6 inhibitor	TRPC6 activator
57	CCCN1CCc2c(sc(NC(=O)Cc3ccc(F)cc3)c2C(N)=O)C1	i	i	i	i	i	i	1	i	i	i	i
58	Cc1cc(N)nc(SCC(=O)N2C(C)CCCC2C)n1 (stereo unspecified)	i	i	i	i	i	i	1	i	i	i	i
59	COc1ccccc1-c1coc2c(CN3CCCCC3C)c(O)ccc2c1=O (stereo unspecified)	i	i	i	i	i	i	6	i	i	i	i
60	COCC1CCN(C(=O)c2cc(COc3cccc4cnccc34)on2)CC1	i	i	i	i	i	i	-5	i	i	i	i
61	COc1ccccc1Nc1nc(NCCC(C)C)nc(N)c1[N+](=O)[O-]	i	i	i	i	i	i	8	i	i	i	i
62	COc1ccccc1Sc1ccccc1/C=N/NC(N)=O	i	i	i	i	i	i	-5	i	i	i	i
63	Cc1cc(C)nc(SCc2ccc(C(=O)N/N=C/c3cccc(O)c3O)cc2)n1	i	i	i	i	i	i	8	i	i	i	i
64	CCN(CC)CCCNC(=O)Cn1cc2c(n1)CCC(C)C2 (stereo unspecified)	i	i	i	i	i	i	-3	i	i	i	i
65	O=C(O)c1cc(C(=O)O)c(-c2ccccc2)c(C(=O)O)c1	i	i	i	i	i	i	3	i	i	i	i
66	CCOC(=O)C1C(C#N)=C(N)OC(C)=C1c1ccncc1 (stereo unspecified)	i	i	i	i	i	i	-1	i	i	i	i
67	COc1ccc(-c2cc(C(F)(F)F)n3nc(C(=O)NCc4ccco4)c(Cl)c3n2)cc1	i	i	i	i	i	i	2	i	i	i	i
68	CCOC(=O)Cc1csc(NC(=O)c2cnc3scc(C)n3c2=O)n1	i	i	i	i	i	i	-9	i	i	i	i
69	N/C(=N\OC(=O)COc1ccccc1)c1ccncc1	i	i	i	i	i	i	-5	i	i	i	i
70	O=C(CCNC(=O)Cn1ccc2ccccc2c1=O)NCCN1CCc2ccccc2C1	i	i	i	i	i	i	5	i	i	i	i

High-throughput results as filed in PubChem BioAssay.
